Polio RdRp inh: inhibitors of poliovirus RNA polymerase binding and polymerization; P03300; poliovirus polymerase elongation, fluorescence polarization; hits give low values; % elongation, % (compound at 16.7 µg/mL); hit rate 0.66% among 150,000; in the data active = % elongation below about 90%; also: some results filed as inactive read as strong as hits
Target sequence (P03300 1749-2209 limits assumed): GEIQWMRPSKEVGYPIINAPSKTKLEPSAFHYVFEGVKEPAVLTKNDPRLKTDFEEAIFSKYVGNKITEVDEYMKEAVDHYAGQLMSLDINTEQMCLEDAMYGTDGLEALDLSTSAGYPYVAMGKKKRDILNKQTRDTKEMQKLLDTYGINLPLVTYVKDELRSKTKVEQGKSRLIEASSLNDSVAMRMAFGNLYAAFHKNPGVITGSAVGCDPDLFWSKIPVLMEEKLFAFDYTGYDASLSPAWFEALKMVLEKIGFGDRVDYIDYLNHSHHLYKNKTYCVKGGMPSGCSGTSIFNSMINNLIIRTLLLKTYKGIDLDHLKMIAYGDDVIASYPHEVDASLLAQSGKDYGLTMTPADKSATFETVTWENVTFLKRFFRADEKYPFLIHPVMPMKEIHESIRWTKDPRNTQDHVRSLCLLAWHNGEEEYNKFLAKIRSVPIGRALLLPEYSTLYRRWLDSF
Polio RdRp inh FP z-score: further read-out of Polio RdRp inh, marked with its call; z-score; measured here: FP z-score; hits read low
Numbers without * were called inactive; & = joins results of further samples. Some of the compounds tested; rates above refer to the full screens.

SMILES	Polio RdRp inh	Polio RdRp inh FP z-score
CC(C)N(C(=O)CSc1nnc(Cc2cccs2)n1CCc1ccccc1)C(C)C	106	0.3
N#Cc1cccc(CSc2nc(NC3CC3)c3ccccc3n2)c1	100	-0.3
OC(CCN1CCCCC1)(c1ccccc1)C1CCCCC1 (centres undefined)	99&100	-0.1&0.1
Cc1c(C(=O)Nc2cccc(C#N)c2)sc2nc3n(c(=O)c12)CCCCC3	110	0.8
Cc1ccc(CN2CCCn3nc(C(=O)NCCc4ccccc4C)cc3C2=O)cc1	103	-0.5
COc1ccccc1N1CCN(C(=O)Cn2cnc3onc(-c4ccc(F)cc4)c3c2=O)CC1	102	-0.2
CC(c1ccccc1)C1OCC(CN2CCCCC2)O1 (centres undefined)	103	0.3
CC(C)C(NC(=O)c1ccc(C23CC4CC(CC(C4)C2)C3)cc1)C(=O)N(C)Cc1ccco1 (centres undefined)	100	0
Cc1ccc2nc(-c3ccc(C(F)(F)F)cc3)oc2c1	100	-0.3
COc1ccc(-c2c(C)c3ccc(OC(=O)N4CCOCC4)cc3oc2=O)cc1	100	-0.3
COc1ccccc1C(=O)Oc1ccc(C(c2c(C)[nH][nH]c2=O)c2c(C)[nH][nH]c2=O)cc1	109	-0.2
O=C(Cc1ccc(N2CCCC2=O)cc1)Nc1ccc(-c2nnc3n2CCCCC3)cc1	101	-0.3
CCn1c2ccccc2c2cc(NS(=O)(=O)c3cccs3)ccc21	110	1.1
CCn1nc(C)c(CCN(C)C(=O)Nc2cc(OC)c(OC)c(OC)c2)c1C	105	0
Cc1ccc(C(=O)OCC(=O)/C=C2\N(C)c3ccccc3C2(C)C)cc1NC(=O)c1ccco1	108	0.6
CCN(CC)CCOC(=O)c1ccc(NC(=O)c2cc3c(=O)n(CC)c4ccccc4c3s2)cc1	96	-0.8
CCCN(CCC)c1nc(-c2ccccc2F)nc2ccccc12	108	0.4
Cc1cc(-c2nnc(-c3ccc(Cl)cc3)o2)no1	106	0.5
CCc1cc(-c2n[nH]c(C)c2-c2nc3ccccc3n2C)c(O)cc1O	106	0.3
Cc1cccc(OCC(=O)NCC(=O)n2nc(C)cc2C)c1	101	0
Cc1cccc(NC(=O)C2C3CC/C=C\CCC32)c1 (centres undefined)	103	0.2
COc1ccc(OCCN2C(=O)CNC2=S)cc1	98	-1
NCC1OCCc2ccccc21 (centres undefined)	102	0
Cc1ccccc1NC(=O)Cn1c(=O)n(Cc2ccco2)c(=O)c2cccnc21	101	-1
CCN(CC)CN1C(=O)C2C3c4ccccc4C(c4ccccc43)C2C1=O (centres undefined)	99	-0.9
CCOc1ccccc1NC(=O)c1cc(=O)[nH]c2ccccc12	101	-0.5
Cc1[nH]c2ccccc2c1C(=O)CN1CCN(S(=O)(=O)/C=C/c2ccccc2)CC1	104	0.1
O=C(c1nnc(Cc2ccc(F)cc2Cl)o1)N1CCCC1	103	0.1
O=C(O)c1ccccc1Sc1ncnc2sccc12	96	-0.9
CCOc1ccccc1CNC(=O)CCC(=O)N1CCSc2ccccc21	103	-0.8
COc1ccc(N(C(C)=O)S(=O)(=O)c2ccc(F)cc2)cc1	98	-1.6
CCCCc1nc2ccccc2c(=O)n1-c1ccc(C)cc1	101	0
Cn1c(C(C#N)C(=O)COc2ccc(Cl)cc2)nc2ccccc21 (centres undefined)	102	0.1
NS(=O)(=O)c1ccc(CCNC(=O)c2cc3c(s2)-c2ccccc2OC3)cc1	101	-0.7
CCCCN(Cc1ccccc1)S(=O)(=O)c1cc(Br)cc2c1N(C(C)=O)CC2	101	-0.4
CC1(C)CC(=O)C2=C(C1)NC(=O)CC2c1ccccc1 (centres undefined)	100	0.1
O=C(CN(CCc1ccccc1)S(=O)(=O)c1ccc(Br)cc1)NC1CC1	101	-0.2
COc1cc(Cl)c(NC(=O)c2cc(C)[nH]n2)c(OC)c1	99	-1.7
CCOc1ccc(NC(=O)NCCCN2CCCC2)cc1	103	0.4
CCc1cccc(NC(=O)c2ccc(NC(=O)N3CCSc4ncccc43)cc2)c1	112	1.1
COc1ccccc1N1CCN(CC(=O)c2ccc(F)cc2)CC1	103	0.5
C=CCOc1c(-c2ccco2)oc2ccccc2c1=O	101	0.4
COc1ccc(-c2csc3c(C#N)c(C)cc(=O)n23)cc1	106	0.5
N#Cc1cccc(C(=O)Nc2ccc(S(=O)(=O)N3CCCCC3)cc2)c1	97	-0.7
CC1CC(N)C(=O)O1 (centres undefined)	99	-0.3
CCOC(=O)c1c(N)n(-c2ccccc2CC)c2nc3ccccc3nc12	109	0.7
COc1ccc(C(Nc2cc(C)ccn2)c2ccc3cccnc3c2O)cc1O (centres undefined)	96	-1.5
COc1ccc(C(=S)N2CCCCC2)cc1OC	98	-0.7
O=C(Cc1ccccc1)Sc1ncn[nH]1	100	-0.4
CC(C)C(=O)Nc1cc(-c2ccccc2)no1	100	-0.2

A second format for 7 compounds above.
The line under a structure holds: Polio RdRp inh | Polio RdRp inh FP z-score
COc1ccccc1N1CCN(CC(=O)c2ccc(F)cc2)CC1
 : 103 | 0.5
C=CCOc1c(-c2ccco2)oc2ccccc2c1=O
 : 101 | 0.4
COc1ccc(-c2csc3c(C#N)c(C)cc(=O)n23)cc1
 : 106 | 0.5
N#Cc1cccc(C(=O)Nc2ccc(S(=O)(=O)N3CCCCC3)cc2)c1
 : 97 | -0.7
CC1CC(N)C(=O)O1 (centres undefined)
 : 99 | -0.3
CCOC(=O)c1c(N)n(-c2ccccc2CC)c2nc3ccccc3nc12
 : 109 | 0.7
COc1ccc(C(Nc2cc(C)ccn2)c2ccc3cccnc3c2O)cc1O (centres undefined)
 : 96 | -1.5

Next section.
SMILES	Polio RdRp inh	Polio RdRp inh FP z-score
CN1C(=O)C(C)(C)Nc2ccccc21	101	0
Cc1ncc(CO)c2cc(C(=O)NC3=CC4OCOC4C=C3)c(=Nc3ccccc3)oc12 (centres undefined)	104	0.7
CCN(CC)CCCNC(=O)c1ccc2nc(CCc3ccccc3)oc2c1	110	0.6
Cc1ccc(S(=O)(=O)N2CCN(S(=O)(=O)c3ccc(C)cc3)CC2)cc1	103	0.2
Cc1onc(-c2c(Cl)cccc2Cl)c1NC(=O)N1CCCC1=O	102	-0.2
CCOC(=O)c1sc(NC(=O)CC)nc1C	103	0.4
O=C(CSc1ncn[nH]1)Nc1ccccc1Cl	99	-0.8
O=C(CSc1ncc2c(n1)-c1ccccc1N(Cc1ccc(F)cc1)S2(=O)=O)NCCc1ccccc1	108	0.1
O=C1CC(c2ccccc2)CC(O)=C1C=NCc1ccccn1 (centres undefined)	99	-0.3
O=C(c1cc2sccc2n1Cc1ccccc1)N1CCCC1	104	0.9

Four structures out of the list, sorted by SMILES length, lowest first:
SMILES	Polio RdRp inh	Polio RdRp inh FP z-score
O=C(c1cc2sccc2n1Cc1ccccc1)N1CCCC1	104	0.9
O=C1CC(c2ccccc2)CC(O)=C1C=NCc1ccccn1 (centres undefined)	99	-0.3
Cc1onc(-c2c(Cl)cccc2Cl)c1NC(=O)N1CCCC1=O	102	-0.2
Cc1ccc(S(=O)(=O)N2CCN(S(=O)(=O)c3ccc(C)cc3)CC2)cc1	103	0.2

Given with two lines to a compound: part of the list above
Results follow in this order: Polio RdRp inh, Polio RdRp inh FP z-score
- Cn1c(C(C#N)C(=O)COc2ccc(Cl)cc2)nc2ccccc21 (centres undefined)
 : 102, 0.1
- NS(=O)(=O)c1ccc(CCNC(=O)c2cc3c(s2)-c2ccccc2OC3)cc1
 : 101, -0.7
- CCCCN(Cc1ccccc1)S(=O)(=O)c1cc(Br)cc2c1N(C(C)=O)CC2
 : 101, -0.4
- CC1(C)CC(=O)C2=C(C1)NC(=O)CC2c1ccccc1 (centres undefined)
 : 100, 0.1

The list goes on:
SMILES	Polio RdRp inh	Polio RdRp inh FP z-score
CC(C)OCCCN(Cc1ccco1)C(=O)c1cc2c(s1)-c1ccccc1OC2	106	0.4
COc1ccc(/C=N/S(=O)(=O)c2ccccc2)c(OC)c1	98	-0.7
CCCN(C(=O)CCNC(=O)Cn1cnc2ccccc2c1=O)c1cccc(C)c1	110	0.6
O=C(O)CCN=C1CCc2ccccc2N1	104	0.5
CC(C)(C)Oc1ccc(CC(CO)NC(=O)OCC2c3ccccc3-c3ccccc32)cc1 (centres undefined)	109	1
CC(=O)NCc1ccccc1	107	1
CSc1ncc(C(=O)NCc2ccccc2)c(C)n1	106	0.7
CCOC(=O)c1ccc2ncc(C(=O)OCC)c(NCCCN3CCOCC3)c2c1	105	0.7
CSc1cccc(N2CC(C(=O)O)CC2=O)c1 (centres undefined)	102	0.1
Cc1ccc(NC(=O)C2CCCN(c3ncnc4onc(C)c34)C2)cc1Cl (centres undefined)	111	0.7
CC(c1ccccc1)n1cnc2ccccc2c1=O (centres undefined)	105	0.1
COc1ccc(Cn2ccc3nc(C)c(C(=O)N4CCN(c5ccccc5F)CC4)cc3c2=O)cc1	101	-1.1
CC(=C1C(=O)c2ccccc2C1=O)N1CCN(Cc2ccccc2)CC1	98	-0.5
CCc1ccccc1NC(=O)c1ccc2c(O)c(S(=O)(=O)c3ccccc3)c(=O)[nH]c2c1	102	-0.5
CC1CCN(S(=O)(=O)N2CCCC(C(=O)O)C2)CC1 (centres undefined)	99	-0.5
CC(=O)c1cccc(Nc2nc(-c3ccccc3Cl)nc3ccccc23)c1	105	0.1
CC(C)Cn1c(=O)c(-[n+]2ccccc2)c([O-])c2ccccc21	100	-0.8
COc1ccc(CNc2oc(COc3cccc(C)c3)nc2C#N)cc1	104	-0.4
C=CCOc1ccc(/C=C2\C(=O)N(c3ccc(Cl)c(C(=O)O)c3)N=C2C)cc1OC	114	1.1
CC(C)(C)NC(=O)N1CCn2cccc2C1c1cccnc1 (centres undefined)	107	0.3
Fc1ccc2ncc3c(-c4ccccc4)n[nH]c3c2c1	110	0.8
C=CCN1CN(CC=C)CN(CC=C)C1	105	1
O=C(Nc1ccc(C(=O)OC2CCCCC2)cc1)c1ccncc1	101	-0.1
NC(=S)Cc1ccc(-c2csnn2)cc1	103	0.6
Cc1cccc(Nc2nc3nonc3nc2N/N=C\c2cccs2)c1C	100	-0.7
CCCc1c(O)nc(SCCC(=O)O)[nH]c1=O	99	-0.2
CCCCN1C(=O)S/C(=C/c2ccc(OC)cc2)C1=O	101	-0.2
COc1ccccc1OCCNc1ncnc2sccc12	104	0.3
COc1ccc(CNS(=O)(=O)c2cc3c(cc2C)n(C)c(=O)c(=O)n3C)cc1	106	-0.1
CCC(C)(C)NS(=O)(=O)c1ccccc1OC	97	-0.1
COC(=O)c1cc(C(=O)OC)c2ccccc2n1	103	0.7
CN(C)CCNC(=O)c1ccc(-n2c(-c3ccccc3)cc3c2CCCC3)cc1	97	-1.7
COc1ccc(CCNC(=O)CSc2c3c(nc4cc(Cl)ccc24)CCCC3)c(OC)c1	99	-0.5
CC1CCCN(C(=O)C2CCN(CC3CCCCC3)CC2)C1 (centres undefined)	103	0
CCC(C(=O)NCc1ccco1)n1nc(C)c2c(C)n(-c3ccc(C)cc3)nc2c1=O (centres undefined)	103	-1
CCc1ccc(N2Cc3ccccc3C2)cc1	99	-1.3

From PubChem
